Source: PubChem BioAssay (Broad Institute)
F508del corr – F508del CFTR correction, initial screen, CFBE line, single point; CFBE cells, YFP halide quenching; stimulated with forskolin plus potentiator P3; % fluorescence drop versus neutral controls; actives 0.36% (n = 350,000); activity (quench increase), % at 7.58 µM;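 active = mean added fluorescence quench of at least 8% versus neutral control, with both replicates also reaching 8%; inconclusive = only one of the mean or replicate conditions met; inactive = mean below 8% and not both replicates reaching 8%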;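 note: cells transiently co-express mutant CFTR-F508del with the halide-sensitive YFP; corrector assay measuring rescue of mutant channel to the surface after 24 h compound exposure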
miR122 inh – miR-122 Renilla sensor signal increase in Huh7, primary screen, miR-122 inhibitor project, cell-based, single point, plate reader; Huh7 miR-122 Renilla luciferase sensor, 48 h; neutral wells = 0, positive control = 100; activation (reporter increase), % at 12.5 µM; actives 0.3% (n = 340,000);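 active = mean replicate activation score at least 90 and every replicate individually at or above 90; inconclusive = only one of the two criteria met; inactive = neither criterion met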;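 note: higher luciferase means less miR-122 activity so hits act as miR-122 inhibitors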
Casp6 inh – human caspase-6 inhibitors, primary screen, biochemical, VEID-R110 fluorescence, single point, set 2 | actives 0.53% (n = 350,000) | inhibition, % at 12.5 µM | purified caspase-6, Z-VEID-R110 cleavage fluorescence | AID 686996, 2013 | P55212;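 active = mean inhibition across replicates at least about 35%, with every replicate also reaching that limit, limit read from the data; inconclusive = only one of the two criteria met; inactive = neither criterion met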;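 note: 0% = median of neutral control wells and 100% = no fluorescence left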
Target sequence (P55212 24-179 limits assumed): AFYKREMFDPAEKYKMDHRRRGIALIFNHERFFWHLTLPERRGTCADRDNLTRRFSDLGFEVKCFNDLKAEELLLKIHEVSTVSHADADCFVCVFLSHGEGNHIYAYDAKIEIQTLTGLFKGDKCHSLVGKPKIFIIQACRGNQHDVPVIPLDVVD
Target sequence (P55212 194-293 limits assumed): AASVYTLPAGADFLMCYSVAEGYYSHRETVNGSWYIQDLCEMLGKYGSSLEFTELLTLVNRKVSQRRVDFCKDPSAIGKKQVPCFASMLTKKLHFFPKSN
DENV2 CPE – inhibitors of DENV2 cytopathic effect, primary screen, cell-based, plate reader, single concentration; CPE inhibition, % at 9.99 µM; DENV2-infected cells, cytopathic effect rescue; actives 1.7% (n = 350,000); AID 651640, 2012; in the data active = CPE inhibition above about 20%, passing the limit was not always enough; inconclusive = no clear call, values can overlap the other calls; tested in BHK-21 cells;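 note: 0% = median of neutral control wells and 100% = median of positive control wells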
SIRT5 inh – SIRT5 desuccinylase inhibitors, primary screen, biochemical, fluorescence imaging, single point, set 5 | inhibition, % at 15 µM | Purified SirT5, succinyl-peptide AMC, trypsin-coupled fluorescence | AID 652115, 2013 | actives 1.1% (n = 330,000); in the data active = inhibition above about 15%; inconclusive = no clear call, values can overlap the other calls
Target sequence (Q9NXA8 whole entry, looked up): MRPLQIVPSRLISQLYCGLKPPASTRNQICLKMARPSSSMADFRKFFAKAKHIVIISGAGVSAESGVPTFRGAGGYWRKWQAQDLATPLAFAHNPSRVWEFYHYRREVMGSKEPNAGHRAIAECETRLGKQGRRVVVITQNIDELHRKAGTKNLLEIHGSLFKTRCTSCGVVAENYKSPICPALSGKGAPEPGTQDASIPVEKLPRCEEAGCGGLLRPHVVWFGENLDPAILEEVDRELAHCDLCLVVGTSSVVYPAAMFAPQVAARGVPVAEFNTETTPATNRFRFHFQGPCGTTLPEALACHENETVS
ERp5 block – inhibitors of ERp5-driven insulin aggregation, primary screen, biochemical, turbidity, absorbance 650 nm, single point. inhibition, % at 9.99 µM. actives 0.05% (n = 350,000). Protein disulfide-isomerase A6 (Homo sapiens), Q15084. 90 min;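 active = mean replicate inhibition above about 25%, with every replicate also reaching it, limit read from the data, passing the limit was not always enough; inconclusive = only one of those two criteria met; inactive = neither criterion met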
Target sequence (Q15084 whole entry, looked up): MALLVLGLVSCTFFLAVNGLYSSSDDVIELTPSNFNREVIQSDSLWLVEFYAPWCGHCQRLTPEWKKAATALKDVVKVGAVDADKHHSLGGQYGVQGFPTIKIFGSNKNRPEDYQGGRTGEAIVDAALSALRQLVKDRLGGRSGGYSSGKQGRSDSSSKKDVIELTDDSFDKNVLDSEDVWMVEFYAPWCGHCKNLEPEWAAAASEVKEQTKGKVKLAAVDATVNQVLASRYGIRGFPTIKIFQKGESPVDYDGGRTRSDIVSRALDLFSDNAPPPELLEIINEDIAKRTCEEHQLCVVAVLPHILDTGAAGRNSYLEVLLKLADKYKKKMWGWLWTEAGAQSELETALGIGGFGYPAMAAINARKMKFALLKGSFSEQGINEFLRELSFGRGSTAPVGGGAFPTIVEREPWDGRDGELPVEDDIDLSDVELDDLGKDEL
ERAP1 inh – human ERAP1 aminopeptidase inhibitors, primary screen, biochemical, single point, plate reader; AID 652197, 2013; inhibition, % at 10.7 µM; recombinant ERAP1, Leu-AMC fluorescence, 60 min; actives 0.15% (n = 340,000); Endoplasmic reticulum aminopeptidase 1 (Homo sapiens), Q9NZ08;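 active = mean replicate inhibition of at least 30%, or all replicates individually reaching that 30% level; inactive = mean below 30% and not every replicate reaching it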;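 note: 0% = neutral control wells and 100% = L-leucinethiol positive control wells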
An asterisk follows results filed as active; ? = inconclusive; · = no result given; [ ] = remark or other dose.

SMILES	F508del corr	miR122 inh	Casp6 inh	DENV2 CPE	SIRT5 inh	ERp5 block	ERAP1 inh
C[C@H]1CN([C@@H](C)CO)C(=O)c2cc(NC(=O)CCCCCC(=O)Nc3ccccc3N)ccc2O[C@@H]1CN(C)C(=O)Nc1ccc(F)cc1	-1.6	·	1	-6	-9	3	2
COC(=O)[C@@H]1[C@@H](CO)[C@@H]2Cn3c(ccc(C4=CCCC4)c3=O)[C@@H]2N1CC1CCOCC1	·	·	2	-4	2	-3	2
CC1CC1C(=O)OCC(=O)Nc1ccc(S(=O)(=O)N2CCOCC2)cc1 (configuration not stated)	3.2	1	-1	2	1	-1	0
O=C(CCCOC(=O)c1ccc(O)cc1)c1ccccc1	2.2	2	3	-9	·	4	2
CNC(=O)c1ccc(NC(=O)CCNC(=O)Nc2ccccc2)cc1	-0.2	·	0	?	-5	-2	9
Cc1nc(C)c(-c2ccc(SCc3ccccc3F)nn2)s1	1.9	-2	7	-4	0	-6	2
CCCCN(CCCC)S(=O)(=O)c1c(C)[nH]c(=O)[nH]c1=O	-3.7	·	1	-2	22*	9	-5
COc1ccc(Cl)cc1-c1cc(C(=O)NCc2ccco2)[nH]n1	-1.3	4	4	?	-1	0	-1
CN1C(=O)c2cc(NC(=O)c3ccc(F)cc3)ccc2OC[C@@H]2O[C@@H](CC(=O)N3CCOCC3)CC[C@@H]21	-1.4	3[16.7 µM]	-1	-2	0	-1	0
C[C@H](CO)N1C[C@H](C)[C@H](CN(C)C(=O)Nc2ccc3c(c2)OCO3)Oc2c(NC(=O)C3CCOCC3)cccc2C1=O	-1.9	1[16.7 µM]	0	-4	2	-4	-1
O=C(C[C@H]1C[C@H]2c3cc(NS(=O)(=O)c4ccccc4)ccc3O[C@H]2[C@H](CO)O1)NC1CCCCC1	-2.9	-2[16.7 µM]	-2	4	-2	3	1
COc1cc(C(=O)NCC2CCCO2)ccc1OCc1ccccc1 (configuration not stated)	-2.1	0	6	-1	-4	4	3
O=C(CCN1CCN(c2ccccc2)CC1)c1ccc(Br)cc1	1.9	1	-2	?	-6	3	-2
CCCn1c(C2CCCN2c2nc(-c3cccc(Br)c3)cs2)nc2ccccc21 (configuration not stated)	-0.7	1	2	-8	·	0	-2
CCCS(=O)(=O)NC(=O)C1(C)CCN(C(=O)c2cc(C)oc2C)C1 (configuration not stated)	0.3	0	0	-7	-8	-2	2
O=C(NC(=S)Nc1ccccn1)c1ccc(-c2ccccc2)cc1	0.4	-4	-4	-3	3	14	-2
CCCCn1c(N)c(N(CCC(C)C)C(=O)c2oc3ccc(OCC)cc3c2C)c(=O)[nH]c1=O	-0.3	·	-1	15	-5	0	1
O=C(N/N=C/c1cccc(Br)c1)c1ccc(N2CCCC2=O)cc1	0.1	-11	0	?	-6	6	-2
COc1ccc(-c2cc(C(=O)N(C)CCc3ccc(OC)c(OC)c3)c3ccccc3n2)cc1	1.2	·	1	5	-1	0	1
O=C(COC(=O)C1(c2ccccc2)CCCC1)N1CCNC1=O	0.7	32	1	4	0	3	-3
CC(Oc1ccc2ccc(=O)oc2c1)C(=O)NC1CC(C)(C)NC(C)(C)C1 (configuration not stated)	-1.2	1	1	0	-1	-6	-1
CCCCn1nnnc1C(c1cc2ccccc2o1)N1CCCCC1 (configuration not stated)	2.7	·	0	6	-4	3	14
CCCNC(=O)c1cc2c(c(-c3cccc(-c4ccc(F)cc4)c3)n1)[C@H](CCO)N(S(=O)C(C)(C)C)C2 (some centres not stated)	3.0	-4	1	-17	-10	1	·
Cc1c(C(=O)NCCSCc2ccc(F)cc2)cnn1-c1ccc(Cl)cc1	-0.4	-11	1	-5	-5	10	5
C/C=C/c1ccc2c(c1)O[C@@H](CN(C)C(=O)CC)[C@@H](C)CN([C@@H](C)CO)S2(=O)=O	2.2	0[16.7 µM]	1	-4	-2	22	0
CNC[C@H]1OCCCC[C@@H](C)Oc2ccc(NC(=O)Nc3ccccc3)cc2C(=O)N([C@@H](C)CO)C[C@@H]1C	2.4	-3[16.7 µM]	0	-5	0	3	-3
CCOc1ccc(N=NC2C(=O)N(C(N)=S)N=C2C)cc1 (configuration not stated)	3.1	-5	1	-2	0	-1	0
COc1ccc2c(c1)c(C(=O)N/N=C/c1ccc(Cl)cc1)c(C)n2C	-8.2	3	2	1	-3	3	3
COc1ccc2c3c([nH]c2c1)[C@@H](CO)N(C(=O)Nc1ccc(F)cc1)CC31CCN(C(=O)Nc2ccc3c(c2)OCO3)CC1	0.2	·	1	6	2	-6	2
O=C(Cn1ccc(=O)[nH]c1=O)Nc1ccc(O)c([N+](=O)[O-])c1	-1.3	-3	3	1	·	0	-1
COc1ccc(NC(=O)Nc2ccc3c(c2)C(=O)N([C@@H](C)CO)C[C@H](C)[C@@H](CN(C)C(=O)NC(C)C)O3)cc1	-0.4	-4[16.7 µM]	0	-7	4	-3	0
CCOc1ccc(C(=O)NCC(c2cccs2)N(C)C)cc1 (configuration not stated)	0.6	·	-2	-2	2	7	-2
COc1ccc(CN(C)C[C@H]2OCCCC[C@H](C)Oc3ccc(NC(=O)Nc4cccc5ccccc45)cc3C(=O)N([C@@H](C)CO)C[C@@H]2C)cc1	-1.5	7[16.7 µM]	1	-18	5	1	-3
Cc1ccc(C)c2c1cc(C)c1nnc(SCC(=O)Nc3cccc(C(=O)O)c3)n12	-1.1	-1	-3	2	-2	20	5
CC(C)c1ccc2c(c1)C(=O)NC(C)(C)C2	0.0	-1	-1	6	·	-12	-2
O=C(COC(=O)c1n[nH]c(=O)c2ccccc12)Nc1cccc(S(=O)(=O)N2CCOCC2)c1	0.2	-1	5	-5	1	-13	0
O=c1c2c(c(-c3ccccc3)nn1Cc1ccccc1)CCCC2	1.2	·	-3	5	-4	3	0
Cc1noc(C)c1S(=O)(=O)Nc1ccc2c(c1)C(=O)N([C@H](C)CO)C[C@@H](C)[C@@H](CN(C)S(=O)(=O)c1ccccc1)OCCCC[C@@H](C)O2	-0.6	-8[16.7 µM]	1	-10	5	2	1
COC(=O)c1ncn(C2OC(COC(C)=O)C(OC(C)=O)C2OC(C)=O)n1 (configuration not stated)	1.5	·	2	-2	1	2	2
OC(CN1CCN(c2ccccc2Cl)CC1)c1ccccc1 (configuration not stated)	0.3	-12	-7	-4	1	3	3
O=S1(=O)CC(N2CCCC2)CN1C1CCCCC1 (configuration not stated)	-0.3	-5	-2	5	-2	5	·
CCc1nc2ccc(C(=O)Nc3cccc(NS(C)(=O)=O)c3)cn2c1N(C)C(=O)Cc1ccccc1	0.6	1	-13	-5	·	6	1
O=C(NCCNC(=O)c1ccccc1[N+](=O)[O-])c1ccccc1[N+](=O)[O-]	-1.6	-15	4	6	7	?	·
CC(C)c1ccc([C@@H]2O[C@H](CCc3ccccc3)Cc3[nH][nH]c(=O)c32)cc1	0.8	·	-2	-6	-1	7	·
O=C(c1cccc(F)c1)N1CC(=O)N2[C@H](C1)[C@H](c1ccc(-c3ccccc3F)cc1)[C@@H]2CO	-2.2	·	-2	-9	1	0	-1
Cc1c(Br)cccc1NC(=O)C1(C)CCN1C(C)C (configuration not stated)	4.5	1	-1	-7	1	2	-5
C[C@H](CO)N1C[C@H](C)[C@@H](CN(C)C(=O)c2ccncc2)Oc2ncc(C#C[C@@H](C)O)cc2C1=O	-0.3	12[16.7 µM]	3	-7	4	1	1
C#CCOc1ccc(C2C3=C(COC3=O)Nc3cc4c(cc32)OCO4)cc1OC (configuration not stated)	-7.5	·	1	·	5	4	5
CCC(=O)N1[C@H](CO)[C@H](c2ccc(-c3ccc(F)cc3)cc2)[C@@H]1CN(C)C(C)=O	0.2	-18[16.7 µM]	4	11	-1	-1	2
COc1ccccc1C(=O)NCC(=O)NC1CCCc2ccccc21 (configuration not stated)	0.1	1	0	-4	-7	16	-4
CC12CN3CCN(CC(C3)/C1=N\NC(=O)Nc1cccc(Cl)c1)C2	-0.9	-4	6	8	-2	2	-1
c1csc(C2CCCN2c2nc3nonc3nc2NC2CC2)n1 (configuration not stated)	0.8	-6	-4	5	1	-2	0
Cn1c(-c2ccc(F)cc2)cnc1SCC(=O)NNC(=O)Cc1ccccc1	-0.9	-1	·	-1	-6	7	-1
COc1ccc(/C=C(\NC(=O)c2ccc(Cl)cc2)C(=O)NCCCn2ccnc2)cc1OC	2.2	39	-9	4	0	-2	-1
C[C@@H]1CN([C@H](C)CO)C(=O)Cc2cc(NS(=O)(=O)c3cn(C)cn3)ccc2O[C@H]1CN(C)Cc1ccc(Cl)c(Cl)c1	-2.8	-3[16.7 µM]	-1	-9	7	-14	8
O=C(NCCc1ccccc1F)C1CCC(=O)N(Cc2ccc(Cl)cc2)C1 (configuration not stated)	0.1	·	-2	8	-2	-1	4
COc1ccccc1CNC(=O)CN1C(=O)NC(Cc2ccccc2)(c2ccccc2)C1=O (configuration not stated)	3.3	4	2	11	1	-1	-5
CCN(CC)CCOC(=O)c1ccc(NC(=O)CCNC(=O)Cn2ccc3ccccc3c2=O)cc1	·	-4	4	·	-1	-5	-1
CS(=O)(=O)N1C[C@H](O)COC[C@H]2O[C@@H](CC(=O)NC3Cc4ccccc4C3)CC[C@@H]21	1.5	-3[16.7 µM]	-18	-3	-3	2	0

13 entries already listed, sorted by molecular weight, highest first:
SMILES	F508del corr	miR122 inh	Casp6 inh	DENV2 CPE	SIRT5 inh	ERp5 block	ERAP1 inh
C[C@@H]1CN([C@H](C)CO)C(=O)Cc2cc(NS(=O)(=O)c3cn(C)cn3)ccc2O[C@H]1CN(C)Cc1ccc(Cl)c(Cl)c1	-2.8	-3[16.7 µM]	-1	-9	7	-14	8
CCN(CC)CCOC(=O)c1ccc(NC(=O)CCNC(=O)Cn2ccc3ccccc3c2=O)cc1	·	-4	4	·	-1	-5	-1
C[C@H](CO)N1C[C@H](C)[C@@H](CN(C)C(=O)c2ccncc2)Oc2ncc(C#C[C@@H](C)O)cc2C1=O	-0.3	12[16.7 µM]	3	-7	4	1	1
O=C(c1cccc(F)c1)N1CC(=O)N2[C@H](C1)[C@H](c1ccc(-c3ccccc3F)cc1)[C@@H]2CO	-2.2	·	-2	-9	1	0	-1
CS(=O)(=O)N1C[C@H](O)COC[C@H]2O[C@@H](CC(=O)NC3Cc4ccccc4C3)CC[C@@H]21	1.5	-3[16.7 µM]	-18	-3	-3	2	0
CCC(=O)N1[C@H](CO)[C@H](c2ccc(-c3ccc(F)cc3)cc2)[C@@H]1CN(C)C(C)=O	0.2	-18[16.7 µM]	4	11	-1	-1	2
C#CCOc1ccc(C2C3=C(COC3=O)Nc3cc4c(cc32)OCO4)cc1OC (configuration not stated)	-7.5	·	1	·	5	4	5
O=C(NCCc1ccccc1F)C1CCC(=O)N(Cc2ccc(Cl)cc2)C1 (configuration not stated)	0.1	·	-2	8	-2	-1	4
CC(C)c1ccc([C@@H]2O[C@H](CCc3ccccc3)Cc3[nH][nH]c(=O)c32)cc1	0.8	·	-2	-6	-1	7	·
CC12CN3CCN(CC(C3)/C1=N\NC(=O)Nc1cccc(Cl)c1)C2	-0.9	-4	6	8	-2	2	-1
COc1ccccc1C(=O)NCC(=O)NC1CCCc2ccccc21 (configuration not stated)	0.1	1	0	-4	-7	16	-4
c1csc(C2CCCN2c2nc3nonc3nc2NC2CC2)n1 (configuration not stated)	0.8	-6	-4	5	1	-2	0
Cc1c(Br)cccc1NC(=O)C1(C)CCN1C(C)C (configuration not stated)	4.5	1	-1	-7	1	2	-5

This is a random part of the collection; overall some 4% were active at least once.
